# Tau fil binding: tau filament binding; Potency, µM (series often up to 57.1 µM), without a hit: at the top dose activity change, negative = inhibition; recombinant tau filaments, thioflavin S fluorescence, 15 h; filaments grown with octadecylsulfate alongside compound; P10636; 71,000 compounds, 2% hits;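 further: potency means the concentration at half of the fitted maximal effect; on the % scale 0 is the no-effect control and ±100 the full control effect; actives lower thioflavin S fluorescence by blocking filaments or displacing dye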
# Target sequence (P10636 whole entry, looked up): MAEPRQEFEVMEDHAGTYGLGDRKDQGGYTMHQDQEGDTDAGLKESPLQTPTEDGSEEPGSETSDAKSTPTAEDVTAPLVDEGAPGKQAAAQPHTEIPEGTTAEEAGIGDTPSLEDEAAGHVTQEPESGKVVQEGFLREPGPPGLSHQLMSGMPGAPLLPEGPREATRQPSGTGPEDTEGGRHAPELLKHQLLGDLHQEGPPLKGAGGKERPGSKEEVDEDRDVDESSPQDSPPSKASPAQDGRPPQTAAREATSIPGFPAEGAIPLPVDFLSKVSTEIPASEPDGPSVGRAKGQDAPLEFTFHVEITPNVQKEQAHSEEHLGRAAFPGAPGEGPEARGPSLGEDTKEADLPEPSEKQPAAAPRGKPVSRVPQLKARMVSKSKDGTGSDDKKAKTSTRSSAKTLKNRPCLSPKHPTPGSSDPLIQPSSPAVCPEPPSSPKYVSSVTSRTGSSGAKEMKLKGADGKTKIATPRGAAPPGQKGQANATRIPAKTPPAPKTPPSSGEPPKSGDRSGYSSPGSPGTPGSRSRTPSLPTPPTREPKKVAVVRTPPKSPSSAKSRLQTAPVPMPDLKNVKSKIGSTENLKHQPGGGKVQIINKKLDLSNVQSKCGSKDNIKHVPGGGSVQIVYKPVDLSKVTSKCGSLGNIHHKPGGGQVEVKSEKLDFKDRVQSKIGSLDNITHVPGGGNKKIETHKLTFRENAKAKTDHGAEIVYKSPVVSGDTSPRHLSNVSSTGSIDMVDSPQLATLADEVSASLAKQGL
#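 Read-out: ThS fluorescence, 450 nm excitation/510 nm emission; lower signal marks blocked filament formation or displaced dye. Tau at 1 uM with 30 uM ODS, 10 uM ThS, 5 mM DTT, 100 mM NaCl, 10 mM HEPES pH 7.4; 15 h, 37 C.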
# Texas Red fluor: Texas Red region autofluorescence. AID 587. 59,000 compounds, 0.06% hits. Compound fluorescence, Texas Red channel, 547/618 nm; hits give high values. max dye-equivalent concentration, M; in the data active means max dye-equivalent concentration above about 10 nM; inconclusive means between about 1.1 nM and that limit
#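 Compound titrations in 100 mM Tris pH 8.0 were incubated 15 min at room temperature and read at 547 nm excitation / 618 nm emission. Texas Red six-point standard curve on each plate converted fluorescence to dye-equivalent concentration.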
# FLuc inh: firefly luciferase inhibition. Potency, µM (highest dose often 57.1 µM), for inactives: at the top dose activity change, negative = inhibition, most hits filed as inhibitors. AID 411. P08659. 72,000 compounds, 2.2% hits. purified firefly luciferase, luminescence, 8 min; further: potency means the concentration at half of the fitted maximal effect; on the % scale 0 is the no-effect control and ±100 the full control effect; nearly all actives have a fitted effect of over 40% in size
#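 Here, luciferase activity is measured as luminescence following an 8 min room-temperature reaction at 10 uM ATP, pH 7.2. Every library sample is titrated.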
# Fluorescein fluor: fluorescein region autofluorescence; Compound autofluorescence, 480/540 nm, fluorescein-equivalent; hits give high values; AID 593; 59,000 compounds, 0.91% hits; max fluorescein-equivalent concentration, M; in the data active means max fluorescein-equivalent concentration above about 10 nM; inconclusive means between about 1.1 nM and that limit
#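 First, buffer (100 mM Tris, pH 8.0) dispensed; second, compounds and fluorescein standards pinned in; third, 15 min room-temperature incubation; finally, imaging at ex 480 nm/em 540 nm. Fluorescence normalized against the six-point fluorescein curve.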
# HADH2 inhib: HADH2 (human) dehydrogenase inhibition | Q99714 | recombinant HADH2, NADH fluorescence, beta-hydroxybutyryl-CoA | Potency, µM (series often up to 57.1 µM), without a hit: top-dose activity change, negative = inhibition, most hits filed as inhibitors | 73,000 compounds, 3.4% hits | AID 886; further: potency means the concentration at half of the fitted maximal effect; on the % scale 0 is the no-effect control and ±100 the full control effect; nearly all actives have a fitted effect of over 60% in size; many of its hits are not listed in these tables
#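 Read-out: 360 nm excitation, 450 nm emission, kinetic over 4 min. Conditions: His-tagged human HADH2 20 nM, pH 9.0 Tris with Tween-20, 1 mM NAD+, 90 uM beta-hydroxybutyryl-CoA.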
# HEK293 cAMP ctrl: counter-screen for TSHR agonists: cAMP increase in parental HEK293 | AID 938 | parental HEK293 CNG cAMP sensor, membrane potential fluorescence | 73,000 compounds, 2.5% hits | Potency, µM (doses to about 57.1 µM), for inactives: at the highest dose activation, hits mostly activators; further: potency means the concentration at half of the fitted maximal effect; % of control where 0% means no effect; nearly all actives have a fitted effect of over 55% in size
#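 Parental HEK 293 cells stably expressing a modified CNG channel (no TSHR) report cAMP rise as membrane depolarization. Membrane potential dye with 100 uM RO 20-1724 was loaded for 60 min at room temperature, then compound added for 30 min; fluorescence read at 590 nm.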
# Casp1 inh: blocks human caspase-1 allosterically or competitively; Caspase-1 enzyme, Ac-WEHD-AFC fluorogenic rate; Potency, µM (doses to about 57.5 µM), inactives show at the top dose activity change, negative = inhibition, actives largely listed as inhibitors; AID 900; P29466; 75,000 compounds, 0.03% hits;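 further: potency means the concentration at half of the fitted maximal effect; plate controls were vehicle for no effect and no substrate for full effect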
# ERK AVP inh: inhibitors of vasopressin-stimulated ERK signaling pathway. HEK293-V1b, vasopressin-stimulated pERK AlphaScreen. Potency, µM (series often up to 57.5 µM), without a hit: at the highest dose activity, negative = inhibition, actives largely listed as inhibitors. 72,000 compounds, 0.99% hits; further: potency means the concentration at half of the fitted maximal effect; on the % scale 0 is the no-effect control and ±100 the full control effect; nearly all actives have a fitted effect of over 55% in size
#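 HEK293 cells stably expressing V1b receptor, seeded overnight in 1% FBS, were treated with compounds for 30 min at 37C, then stimulated 5 min with 25 nM vasopressin; phospho-ERK read by AlphaScreen SureFire after lysis.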
# USP2a inhib: blocks human ubiquitin-specific protease USP2a; 60,000 compounds, 0.1% hits; O75604; Potency, µM (series often up to 38.3 µM), for inactives: top-dose activity change, negative = inhibition, actives largely listed as inhibitors; USP2a enzymatic assay, qHTS inhibition;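 further: potency means the concentration at half of the fitted maximal effect; nearly all actives have a fitted effect of over 60% in size; plate controls were DMSO for no effect and NEM full inhibition control for full effect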
#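 Inhibition is measured in a cell-free coupled assay with 20 nM USP2 core, 20 nM Ub-PLA2 and 20 uM NBD C6-HPC, 2.5 h incubation. Activity normalized to NEM control.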
# Rhodamine fluor: rhodamine region autofluorescence | Rhodamine-region fluorescence, 547/598 nm, Tris buffer; hits give high values | max dye-equivalent concentration, M | 59,000 compounds, 0.05% hits; in the data active means max dye-equivalent concentration above about 11 nM; inconclusive means between about 1.1 nM and that limit
#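 A six-point rhodamine series on each plate calibrates the signal. Compounds sit in 100 mM Tris (pH 8.0) for 15 min at ambient temperature before imaging through 547 nm/598 nm filters.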
# Caspase-7 inhib: blocks human caspase-7 allosterically or competitively; AID 889; 75,000 compounds, 0.02% hits; P55210; Potency, µM (doses to about 57.5 µM), for the others: at the highest dose activity change, negative = inhibition, most hits filed as inhibitors; recombinant caspase-7, Ac-DEVD-AFC fluorescence rate; active means well fitted inhibition curve with a large enough effect in the main read-out, with a control signal flat, not every such curve was filed as active; inconclusive means small, poorly fitted or top-dose-only effect, or a change in a side signal; further: potency means the concentration at half of the fitted maximal effect; % of control where 0% means no effect
# Target sequence (P55210 24-198 limits assumed): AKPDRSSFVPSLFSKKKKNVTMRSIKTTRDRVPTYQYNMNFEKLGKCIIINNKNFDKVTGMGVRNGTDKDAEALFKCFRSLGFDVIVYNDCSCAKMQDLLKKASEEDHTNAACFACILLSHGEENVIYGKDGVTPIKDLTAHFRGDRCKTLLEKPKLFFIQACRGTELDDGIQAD
# Target sequence (P55210 207-303 limits assumed): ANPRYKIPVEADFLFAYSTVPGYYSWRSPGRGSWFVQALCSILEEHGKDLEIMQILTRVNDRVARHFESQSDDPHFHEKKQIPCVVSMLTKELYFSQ
# An asterisk follows results filed as active; i = inactive; u = inconclusive; x = no result given; [ ] = dose if it differs, or a comment. Unless noted, the call rests on the fitted dose curve; in most records, active means well fitted curve in the direction sought with a large enough effect; inconclusive means small, poorly fitted or top-dose-only effect, or another doubt; inactive means no such curve, though single readings can be large; an effect the other way counts as inactive or inconclusive. Some of the compounds tested; count on the stated rates, not on these rows.
SMILES,Tau fil binding,Texas Red fluor,FLuc inh,Fluorescein fluor,HADH2 inhib,HEK293 cAMP ctrl,Casp1 inh,ERK AVP inh,USP2a inhib,Rhodamine fluor,Caspase-7 inhib
COc1cccc2cc(C(=O)Nc3cccnc3N3CCOCC3)c(=O)oc12,-6%,u,1%,i,-5%,-10%,1%,-15%,3%,i,1%
O=C(O)c1cc2cc(Cl)cc(Cl)c2oc1=O,-15%,i,3%,i,u,17%,u,-11%,32%[activator],i,u
Cc1ccc(C(=O)O)cc1,9%,x,x,x,-8%,14%,-3%,8%,x,x,0%
O=C(O)C1CC(=O)N(C2CCCCCC2)C1 (configuration not stated),-3%,i,1%,i,9%,1%,2%,5%,-3%,i,0%
COc1ccc(-c2nnn(CC(=O)N(CC(=O)NCCC(C)C)c3ccccc3)n2)cc1OC,0%,i,-1%,u,9%,u,0%,u,26%,i,0%
Cc1nnc(SCC(=O)c2ccc(S(=O)(=O)N3CCOCC3)cc2)n1-c1ccccc1,-10%,i,-4%,u,-16%,-5%,0%,-3%,8%,i,-1%
NC(Cc1ccccc1)=NCC(=O)O,6%[11.4 µM],i,2%[11.4 µM],i,11%[11.4 µM],-2%[11.4 µM],-3%[11.5 µM],7%[11.5 µM],x,i,0%[11.5 µM]
COc1ccccc1CNc1ccnc(-c2c(C)noc2C)n1,-7%,i,0%[2.29 µM],u,u,u,2%,u,-13%,i,-4%
COc1cc(OC)cc(C(=O)NCc2n[nH]c(=S)n2-c2ccccc2)c1,14%,i,1%,u,5%,-4%,0%,-9%,2%,i,1%
COc1ccc(-c2cn3c(n2)CCC3)cc1,5%,i,16µM*,u,2%,14%,1%,0%,-7%,i,-1%
CCOC(=O)N1CCN(C(=O)CN(Cc2ccccc2)S(C)(=O)=O)CC1,1%,i,2%,i,-1%,14%,-1%,-15%,10%,i,-1%
CC1(C)CO[C@H](CC(=O)O)CN1,16%,x,1%,x,6%,6%,1%,-23%,x,x,1%
CCc1cc(C(=O)N2CCOCC2)c(NC2=NS(=O)(=O)c3ccccc32)s1,10%,i,1%,i,67%[activator],0%,-6%,-5%,-1%,i,-4%
COc1ccc(N2CCN(C(=O)c3ccc(NS(=O)(=O)c4ccccc4)cc3)CC2)cc1,-1%,i,-1%,u,0%,-10%,0%,-18%,34%[activator],i,-3%
CN(C)C(=O)c1ccc(-c2nc(Nc3ccc(F)cc3)c3ccccc3n2)cc1,10%,i,-9%[2.29 µM],u,-8%,16%,-3%,u,33%[activator],i,-1%
O=C1C2C(C(=O)N1CC1CCCO1)C1C=CC2C12CC2 (configuration not stated),-4%[11.4 µM],x,1%,x,-1%[11.4 µM],u,-1%,-12%,3%[7.66 µM],x,-1%
CCCCCC(=O)N(CN1C(=O)CCC1=O)c1ccccc1,-22%,i,3%,i,25%,6%,-4%,1%,12%,i,-2%
COc1ccccc1NC(=O)c1oc2ccc(C)cc2c1C,33%,x,16µM*,x,u,u,-4%,20%,4%,x,0%
CC1(C)Cc2nc3sc4c(=O)[nH]cnc4c3cc2CS1,-22%,i,-15%,i,-12%,-10%,1%,u,-4%,i,1%
Cc1[nH]cnc1CSCCN,-13%,i,2%,u,-13%,-2%,2%,-14%,-7%,i,0%
CCN(CC)C(=O)CSc1ncnc2c(-c3cccs3)nsc12,20µM*,i,-4%,i,9%,6%,-14%,10%,201%[activator],i,-23%
Cc1cc(=O)n(C)c(=O)n1CCCCCN1CCCC1,6%,i,5%,i,6%,4%,1%,-6%,7%,i,0%
COc1ccc(N(CC(=O)N2CCCC(C)C2)S(=O)(=O)c2c(C)nn(C)c2C)cc1 (configuration not stated),-7%,x,2%,x,2%,2%,-1%,-14%,x,x,-2%
O=C(O)CC(NS(=O)(=O)c1cccc2nsnc12)c1ccc(F)cc1 (configuration not stated),-8%,i,0%,i,2%,4%,0%,11%,6%,i,1%
Cc1ccc(Cn2ncc3c(N4CCN(c5ccccc5C)CC4)ncnc32)cc1,-20%,u,-2%,u,-30%,23%,-3%,26%,-11%,i,-1%
O=C(CSc1ccc2nnc(-c3ccncc3)n2n1)Nc1ccc2c(c1)OCCO2,-13%,x,-1%,x,u,5%,-5%,x,x,x,1%
CCOC(=O)c1cc2sccc2n1CC(=O)c1ccc2c(c1)OCCO2,-2%,i,-1%,i,6%,28%,-4%,-2%,145%[activator],i,-2%
O=C(NCc1ccco1)c1cc(S(=O)(=O)N2CCOCC2)c(Cl)cc1Cl,0%,i,-5%,i,2%,21%,0%,-22%,2%,i,1%
CCOc1cc(C#N)c(NC(=O)CSc2nnnn2-c2ccc(OC)cc2)cc1OCC,179%,i,4%,i,11%,18%,0%,-2%,63%[activator],i,3%
O=C(CSc1nc(-c2ccncc2)nn1CC(=O)N1CCCCC1)NC1CCCC1,-11%,i,-1%,u,2%,14%,-1%,-6%,x,i,0%
Cc1cccc(NC(=O)Cn2cnc3c(cnn3-c3ccc(F)cc3)c2=O)c1C,110%,x,0%,x,i,5%,-3%,x,x,x,4%
COCCn1c(N2CCN(c3ccc(OC)cc3)CC2)nc2c1c(=O)n(C)c(=O)n2C,-12%,i,2%,i,u,-5%,1%,-9%,4%,i,0%
CS(=O)(=O)Nc1ccc(C(=O)NCC2CCCO2)cc1 (configuration not stated),10%,i,1%,u,-10%,u,0%,-17%,-12%,i,-1%
C[C@@H](C(=O)NCCc1c[nH]c2ccccc12)[C@@H]1C[C@@]1(C)[C@@H](NC(=O)OCc1ccccc1)c1ccccc1,15%,x,x,x,15%,15%,-3%,-27%,x,x,-2%
COc1ccc(N2CCN(c3nc(NC(C)(C)C)nc(N4CCCCC4)n3)CC2)cc1,10µM*,i,0%,i,13%,3%,-2%,u,16%,i,-1%
O=S(=O)(c1cc(Cl)ccc1Cl)N1CCCCC1,-1%,i,-2%,i,-7%,u,0%,15%,1%,i,0%
O=C(O)C1C2C=CC(C2)C1C(=O)NC1CCS(=O)(=O)C1 (configuration not stated),-2%,i,3%,u,u,7%,1%,-4%,-12%,i,7%
CCOc1ccccc1N(CC(=O)O)S(=O)(=O)c1ccccc1,13%,i,4%,i,2%,2%,0%,-17%,-3%,i,-1%
Cn1c(CNC(=O)C(C)(C)C)nc2ccccc21,0%,i,2%,i,-2%,3%,1%,20%,3%,i,2%
CCOC(=O)N1CCC(NC(=O)C2=C(C)C(=O)OC23CCC(C)CC3)CC1 (configuration not stated),-1%,x,1%,x,2%,10%,0%,2%,x,x,-1%
CCCCOc1ccc(C(=O)Nc2ccc(N3CCN(C(=O)C(C)C)CC3)cc2)cc1,-9%,i,0%,i,18%,-10%,-1%,-27%,25%,i,2%
CCCOC(=O)c1c(-c2ccccc2)nc(CC)c(C(=O)SCC)c1CCC,-3%,i,-1%,u,-9%,u,4%,44%[activator],-7%,i,3%
Cc1cccc(OCC(=O)N2CCC(c3ccccc3)C2)c1 (configuration not stated),20%,x,-19%,x,-1%,23%,-1%,u,4%,x,0%
CC(=O)NCCn1c(SCC(=O)NCC2CCCO2)nc2ccccc2c1=O (configuration not stated),0%,i,2%,i,2%,4%,2%,-17%,1%,i,0%
COC(=O)CCCCCC(CCC(=O)OC)NC(C)=O (configuration not stated),5%,x,0%,x,2%,-3%,-2%,15%,-6%,x,-2%
NC(=O)OC[C@H](O)COc1ccc(Cl)cc1,-5%[25.6 µM],i,7%[25.5 µM],u,0%[25.6 µM],4%[25.6 µM],-3%[25.7 µM],-11%[25.7 µM],17%[17.1 µM],i,0%[25.7 µM]
Cn1nnnc1SCC(=O)Nc1ccc(Cl)cc1Cl,-26%,i,3%,i,-13%,-2%,1%,11%,2%,i,1%
COCCn1c(=S)[nH]c2cc(OC)c(OC)cc2c1=O,3%,i,2%,i,u,4%,2%,-24%,-3%,i,0%
CC(NC(=O)c1ccc2c(c1)OCCO2)C(=O)O (configuration not stated),10%,i,5%,i,-8%,4%,-2%,-1%,0%,i,-1%
Cc1cc(NC(=O)CSc2nnc3c(C)cc4cc(C)c(C)cc4n23)no1,14%,i,-1%,i,9%,3%,0%,-27%,15%,i,-1%
CCOC(=O)C1=C(C)NC(=O)NC1c1ccc(OCC(=O)Nc2ccccc2)c(OC)c1 (configuration not stated),15%,x,-1%,x,5%,-2%,-3%,-12%,x,x,-4%
CCOC(=O)CSc1nc2c(sc3ccccc32)c(=O)n1CCCN1CCOCC1,52%,i,0%,i,-20%,13µM*,-1%,15%,50%[activator],i,-1%
COc1ccccc1-c1cncnc1NCCN1CCOCC1,-1%,i,-1%[2.29 µM],i,u,7%,3%,-19%,2%,i,-1%

# Screening data (PubChem BioAssay)
